High-throughput results deposited in PubChem by several laboratories.
GlmU inhibition: inhibition of mycobacterial GlmU enzyme – biochemical, glucosamine-1-phosphate acetyltransferase (AID 1376). M. tuberculosis GlmU acetyltransferase enzyme assay; higher % means a stronger effect. one-dose inhibition, %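 (tested at 30 µM in the primary screen)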; IC50 in µM for titrated hits. 0.25% of 220,000 active; in the data active means inhibition above about 13%; inconclusive means no clear call, values can overlap the other calls;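 further: 0% = complete reaction with vehicle and 100% = reaction without substrate; strong numbers were not always called active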
RmlCD inh 1536: inhibitors of Mycobacterium tuberculosis RmlC and RmlD coupled enzymes. inhibition, % at 3.6 µM. P9WH09+P9WH11. RmlC+RmlD coupled enzyme assay, percent inhibition; primary screen in compound mixtures. AID 1533. 0.03% of 160,000 active; in the data active means inhibition mostly above about 34%, no sharp cut-off; inconclusive means no clear call, values can overlap the other calls; inactive means mostly below about 22%; further: some results filed as inactive read as strong as hits
Target sequence (P9WH09 whole entry, looked up): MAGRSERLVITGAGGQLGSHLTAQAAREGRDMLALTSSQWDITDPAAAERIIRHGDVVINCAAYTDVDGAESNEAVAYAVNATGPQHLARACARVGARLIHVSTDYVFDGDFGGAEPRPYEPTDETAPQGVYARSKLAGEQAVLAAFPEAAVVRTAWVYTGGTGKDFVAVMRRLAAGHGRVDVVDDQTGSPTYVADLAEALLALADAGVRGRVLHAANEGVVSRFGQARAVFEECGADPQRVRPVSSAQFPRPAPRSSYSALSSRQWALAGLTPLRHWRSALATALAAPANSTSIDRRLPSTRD
Target sequence (P9WH11 whole entry, looked up): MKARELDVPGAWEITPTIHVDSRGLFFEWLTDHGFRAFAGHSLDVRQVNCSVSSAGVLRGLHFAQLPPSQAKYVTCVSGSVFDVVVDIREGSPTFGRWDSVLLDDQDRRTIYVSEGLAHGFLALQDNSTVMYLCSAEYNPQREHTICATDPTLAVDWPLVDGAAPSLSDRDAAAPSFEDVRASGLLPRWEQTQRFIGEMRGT
* marks the source's active call; other numbers are inactive results; u = inconclusive; x = no result given. These rows are one share of the data; the hit share may differ from the screen's.

SMILES	GlmU inhibition	RmlCD inh 1536
CC(C)CN1C(=O)C(=O)N(CC(=O)NC2CCCc3ccccc32)C1=O (stereo unspecified)	7.6%	19
CC(C)c1cc(C(=O)N/N=C/c2cccnc2)cs1	1.5%	6
O=C(Nc1cccc(C(=O)N2CCOCC2)c1)NC1CCCCC1	-1.6%	6
Cc1cccc(C)c1NC(=O)CNCC(=O)N(C)C	10%	-9
Cc1ccc(C(=O)/C=C/c2c(C)nn(-c3ccccc3)c2Cl)cc1	x	-4
COc1ccc2c(c1OC)C(=O)OC2c1c(O)nc(SC)n(-c2ccccc2)c1=O (stereo unspecified)	0.6%	x
Cc1ccc(NC(=O)CSc2nnc(C)n2CC2CCCO2)cc1 (stereo unspecified)	6.5%	-3
O=C(NN=C1CCCCCCC1)c1ccccn1	-2.6%	-8
COCCn1c(-c2ccc(OC)c(OC)c2)nc2ccccc21	0.3%	u
Cc1ccc(S(=O)(=O)c2c(N)n(NC(=O)c3ccco3)c3nc4ccccc4nc23)cc1	0.3%	-12
CCOc1ccc(S(=O)(=O)Nc2nc3ccccc3nc2N2CCN(C)CC2)cc1	2.8%	57
COc1ccccc1Oc1ccc(NC(=O)c2ccc(Cl)cc2)cc1	1.1%	-12
COc1ccc(CCNC(=O)CC2SC(=NCCc3ccccc3)NC2=O)cc1OC (stereo unspecified)	-7.1%	x
Cc1ccc(NC(=O)CCC2CC(C)(C)OC2=O)cc1 (stereo unspecified)	x	-1
C#CCOC(=O)Nc1cc(C)n(-c2ccccc2)n1	1.1%	-10
CCOC(=O)c1ccc(-n2c(C)nc3c(cnn3-c3ccccc3Cl)c2=O)cc1	-4.6%	x
Cc1oc(-c2ccccc2Cl)nc1CN1CCCCC1c1cccnc1 (stereo unspecified)	1.1%	-6
CCOCCCNc1ccc(-c2ccccc2)nn1	6.0%	-4
COc1ccc2cc(C(=O)C3CCCN(C(=O)/C=C/c4ccccn4)C3)ccc2c1 (stereo unspecified)	2.7%	x
O=C(CNCc1ccc(F)cc1)Nc1ccccc1[N+](=O)[O-]	-4.9%	9
COc1ccc(-n2c(SCC(=O)Nc3cc(C)on3)nc3c(c2=O)SCC3)cc1	-5.1%	13
Cc1ccccc1C(=O)NC(=S)NCC(=O)c1ccccc1	-7.6%	x
Cc1ccc(C(=O)CNc2ccccc2C)cc1	-2.4%	-6
CCOc1ncccc1C(=O)OCC(=O)N(CC)c1ccccc1	2.0%	8
O=C(O)c1ccc2c(c1)C(=O)/C(=C/c1ccccc1)C2=O	19%	x
CCOc1ccc(NC(=O)CCn2cccc2)cc1	-2.3%	x
Cc1oc(-c2ccccc2)nc1CC(=O)O	3.2%	x
O=C(O)c1nsc(Cl)c1Cl	-4.2%	10
COc1ccc(-c2c[n+]3c4n2CCCCC4=C(c2ccccc2)C3)cc1	-6.1%	-15
Nc1ncc(-c2ccccc2)n1CC1CCCO1 (stereo unspecified)	-0.8%	-7
CCC/C(=N/Nc1ccc(Cl)cc1)c1cnnc(-c2ccccc2)n1	3.0%	x
O=c1c2cc(N3CCOCC3)ccc2[nH]c(=S)n1Cc1ccccn1	8.3%	x
CCN(CC)CCC(c1cc(OC)c(OC)c(OC)c1)c1c(OC)cc(OC)c2ccc(=O)oc12 (stereo unspecified)	3.2%	-11
Clc1ccc(-c2noc(CSc3nnc(-c4ccncc4)n3-c3ccccc3)n2)cc1	-4.5%	x
COc1ccc(Br)cc1S(=O)(=O)NCc1ccccc1	2.6%	-14
CCn1c(C)nc2cc(C(=O)N/N=C/c3ccccc3)ccc21	-0.6%	-14
CCCCN(CCCC)C(=O)c1ccccc1NC(=O)CN1C(=O)c2ccccc2C1=O	-0.2%	-6
O/N=C\c1cccn1-c1nccs1	-1.5%	-10
CCC(=O)N(CCc1ccc(S(N)(=O)=O)cc1)C1CC(=O)N(c2ccc(OC)cc2)C1=O (stereo unspecified)	-3.6%	3
CC(=O)c1cccc(NS(=O)(=O)N2CCCCC2)c1	-2.5%	13
O=C(N/N=C/c1sc2ccccc2c1O)c1ccccc1	-2.7%	11
COc1ccc(C(=O)Nc2nc3cc4c(cc3s2)OCO4)c(OC)c1	0.4%	11
O=C(Oc1ccccc1C(=O)N1CCOCC1)c1ccccc1	4.1%	8
Nn1c(Nc2ccccc2)nc2ccccc21	5.3%	57
Cc1cccc2nc(COc3ccc(Cl)c4cccnc34)cn12	1.7%	1
CC(C)(C)c1ccc(C(=O)Nc2ccc(S(N)(=O)=O)cc2)cc1	2.8%	x
Cc1ncc([N+](=O)[O-])n1CCOC(=O)c1ccc(Br)cc1	-0.6%	0
CC(NC(=O)N(Cc1ccccc1)Cc1ccc2c(c1)OCO2)(C(F)(F)F)C(F)(F)F	-2.8%	-4
c1ccc2[nH]c(SCC3CCCCO3)nc2c1 (stereo unspecified)	0.1%	-7
COc1ccc(/C=N/n2cc(-c3ccccc3)nc2N)cc1	-2.3%	9
(continued)
SMILES	GlmU inhibition	RmlCD inh 1536
Cc1cc2sc(C(=O)O)c(C)c2s1	-1.5%	x
CC1Cc2nc(SCC(=O)NCc3ccco3)n(-c3ccccc3)c(=O)c2S1 (stereo unspecified)	0.6%	5
CC(C(=O)NCC1CCCO1)N(C(=O)c1snc(C(N)=O)c1N)c1cccc(F)c1 (stereo unspecified)	1.4%	2
CCn1nc(C)c(CN2CCc3c([nH]c4ccccc34)C2c2ccc(F)c(OC)c2)c1C (stereo unspecified)	0.1%	x
O=C(N/C(=C/c1cccs1)C(=O)N1CCOCC1)c1ccco1	3.1%	9
O=C1c2ccccc2C(Nc2ccc(F)c(Cl)c2)N1c1ccccn1 (stereo unspecified)	0.3%	x
Cc1csc(SCC(=O)Nc2sccc2C#N)n1	1.3%	-4
C=CCn1c(CSc2nc3ccccc3s2)nnc1SCC(=O)NCc1ccccc1	3.4%	x
CCCC(C)NC(=O)C1CCN(S(=O)(=O)c2ccccc2)CC1 (stereo unspecified)	0.5%	10
CCOc1cc(N2CCOCC2)c(OCC)cc1NC(=O)Cc1ccccc1	0.1%	x
O=C(CSc1nnc(-c2ccccc2Cl)o1)Nc1ccc2c(c1)OCCO2	1.0%	x
COc1ccc(CNc2ccc3cn[nH]c3c2)c(OC)c1OC	1.9%	x
CC(=O)NCc1ccc(S(=O)(=O)NC2CCN(Cc3ccccc3)CC2)cc1	-4.6%	x
O=S1(=O)NC(=NCc2ccccc2)c2ccccc21	5.2%	10
O=C(NCc1ccco1)C1CCCN1C(=O)Nc1cccc(Cl)c1 (stereo unspecified)	2.4%	x
CCCC(=O)Nc1cc(C(=O)O)ccc1S(=O)(=O)c1ccc(C)cc1	4.8%	x
O=C(N/N=C/c1ccc[nH]1)c1cc(-c2cccs2)nc2ccccc12	-2.9%	0
COc1ccccc1/C=N/NC(=O)C(=O)Nc1ccccc1OC(F)(F)C(F)F	-3.6%	-13
CC(C)OC(=O)[C@H]1[C@H](c2ccc(Cl)cc2)[C@@](C#N)(C(N)=O)[C@@H]2C=CC(C(N)=O)=CN21	-3.4%	9
COc1ccc(C2Nc3ccccc3C(=O)N2O)cc1OC (stereo unspecified)	x	13
CCCOc1ccc(N2CC(C(=O)Nc3ccccc3OC)CC2=O)cc1 (stereo unspecified)	-2.2%	x
CCOC(=O)C1(CC2CCCCO2)CCN(Cc2ccc(OC)cc2F)CC1 (stereo unspecified)	1.0%	-5
COc1ccc2[nH]c3c(=O)n(CCCCCC(=O)NCCC(C)C)c(=S)[nH]c3c2c1	1.6%	0
Cc1[nH]n(-c2ccccc2)c(=O)c1C(c1ccc(O)c([N+](=O)[O-])c1)c1c(C)[nH]n(-c2ccccc2)c1=O	8.9%	x
O=C(NCC1CCCO1)C(=O)NCC(c1ccco1)N1CCN(c2ccccc2)CC1 (stereo unspecified)	4.7%	22
Cc1ccccc1CN1CCN(CC(=O)NCc2ccccc2)C1=O	3.6%	6
Cc1ccc(-c2nn[nH]n2)o1	-0.5%	6
CC(C)CN(CCNC(=O)CC1Oc2ccccc2NC1=O)CC(C)C (stereo unspecified)	3.0%	-5
CCOc1cc(NC(=S)Nc2ccccc2)c(OCC)cc1NC(=O)c1ccccc1	-1.5%	x
Cn1cc(S(=O)(=O)Nc2ccc(Br)cc2F)c(=O)n(C)c1=O	7.3%	10

Given with values under each structure: entries from further up
Values run as follows: GlmU inhibition, RmlCD inh 1536
COc1ccc(CNc2ccc3cn[nH]c3c2)c(OC)c1OC
    1.9%, x
CC(=O)NCc1ccc(S(=O)(=O)NC2CCN(Cc3ccccc3)CC2)cc1
    -4.6%, x
O=S1(=O)NC(=NCc2ccccc2)c2ccccc21
    5.2%, 10
O=C(NCc1ccco1)C1CCCN1C(=O)Nc1cccc(Cl)c1 (stereo unspecified)
    2.4%, x
CCCC(=O)Nc1cc(C(=O)O)ccc1S(=O)(=O)c1ccc(C)cc1
    4.8%, x
O=C(N/N=C/c1ccc[nH]1)c1cc(-c2cccs2)nc2ccccc12
    -2.9%, 0
COc1ccccc1/C=N/NC(=O)C(=O)Nc1ccccc1OC(F)(F)C(F)F
    -3.6%, -13
CC(C)OC(=O)[C@H]1[C@H](c2ccc(Cl)cc2)[C@@](C#N)(C(N)=O)[C@@H]2C=CC(C(N)=O)=CN21
    -3.4%, 9
COc1ccc(C2Nc3ccccc3C(=O)N2O)cc1OC (stereo unspecified)
    x, 13
CCCOc1ccc(N2CC(C(=O)Nc3ccccc3OC)CC2=O)cc1 (stereo unspecified)
    -2.2%, x
CCOC(=O)C1(CC2CCCCO2)CCN(Cc2ccc(OC)cc2F)CC1 (stereo unspecified)
    1.0%, -5
COc1ccc2[nH]c3c(=O)n(CCCCCC(=O)NCCC(C)C)c(=S)[nH]c3c2c1
    1.6%, 0
Cc1[nH]n(-c2ccccc2)c(=O)c1C(c1ccc(O)c([N+](=O)[O-])c1)c1c(C)[nH]n(-c2ccccc2)c1=O
    8.9%, x
O=C(NCC1CCCO1)C(=O)NCC(c1ccco1)N1CCN(c2ccccc2)CC1 (stereo unspecified)
    4.7%, 22
Cc1ccccc1CN1CCN(CC(=O)NCc2ccccc2)C1=O
    3.6%, 6
Cc1ccc(-c2nn[nH]n2)o1
    -0.5%, 6
CC(C)CN(CCNC(=O)CC1Oc2ccccc2NC1=O)CC(C)C (stereo unspecified)
    3.0%, -5
CCOc1cc(NC(=S)Nc2ccccc2)c(OCC)cc1NC(=O)c1ccccc1
    -1.5%, x

Continuation:
SMILES	GlmU inhibition	RmlCD inh 1536
COC1=C(OC)C(=O)C(CCCCCCCCCCO)=C(C)C1=O	-5.0%	-1
Cc1ccc(NC(=O)NCCN2C(=O)C3C4C=CC(C4)C3C2=O)cc1 (stereo unspecified)	-0.7%	3
Cc1ccccc1N1CC(c2nc3ccccc3[nH]2)CC1=O (stereo unspecified)	-3.2%	-9
O=C(Cn1c(O)c(N=NC(=O)c2ccncc2)c2ccccc21)Nc1ccccc1	4.3%	x
NC1=NC2(CCCC2)n2c(nc3ccccc32)N1	0.0%	8
CCN(Cc1ccccc1)C(c1cc2cc(C)ccc2[nH]c1=O)c1nnnn1CCOC (stereo unspecified)	-6.1%	-2
COc1ccc(S(=O)(=O)N2CCC(C(=O)OCC(=O)c3ccccc3)CC2)cc1[N+](=O)[O-]	-1.8%	22
COC(=O)c1c(C(=O)OC)c(-c2ccc(Cl)c(Cl)c2)n2c1CCC2	-0.6%	-2
N=c1ccn(CC(=O)c2ccc(-c3ccccc3)cc2)cc1	-9.2%	x
CCOC(=O)CNc1nnc(SCC(=O)OCC)[nH]c1=O	-3.6%	x
CC(C(=O)NCC1CCCCC1)N1CCN(S(=O)(=O)c2ccccc2F)CC1 (stereo unspecified)	-1.6%	-7
COc1cc(/C=C2\S/C(=N/S(=O)(=O)Cc3ccccc3)NC2=O)c([N+](=O)[O-])cc1OC	11%	52
CN(CC(=O)N1CCc2[nH]c3ccc(F)cc3c2C1)CC1OCCO1	6.2%	1
Cc1ccc(C2(C(F)(F)F)NC(=O)N3CCN=C3S2)cc1 (stereo unspecified)	-1.1%	-1
CN(c1ccc(OCC(=O)OCC(=O)NCc2ccco2)cc1)S(=O)(=O)c1ccc2ccccc2c1	1.4%	7
Cc1onc(-c2c(Cl)cccc2Cl)c1C(=O)N1CCCc2ccccc21	-1.1%	6
CCOC(=O)c1ccc(NC(=O)CSc2nnc(CNc3ccc(OC)cc3)n2C)cc1	3.0%	x
CCCS(=O)(=O)N1CCCC(C(=O)NCC2CCCO2)C1 (stereo unspecified)	9.6%	x
CCc1cc(C(=O)NCCN(C)C)cs1	0.8%	5
CCC(C)(C)C1CCC2(CC1)NC(=O)N(CC(=O)Nc1nc(-c3ccc(C)cc3)cs1)C2=O (stereo unspecified)	-1.1%	x
C=CCn1c(-c2ccc(Cl)cc2)cnc1SC(C)C(=O)NC(N)=O (stereo unspecified)	8.4%	-9
O=C(Cc1ccccc1)N1CCN(C(=O)c2ccco2)CC1	0.4%	x
Cc1cnc(C(=O)Nc2cccc(S(=O)(=O)N(C)C)c2)cn1	-5.6%	-3
O=C(Nc1cccc(F)c1)c1cccnc1N1CCOCC1	3.9%	x
COc1ccc(NC(=O)CSc2nc(NS(=O)(=O)c3ccc(C)cc3)cc(=O)[nH]2)cc1	-2.5%	-8
Cn1cccc1C(=O)c1cccc([N+](=O)[O-])c1	-2.9%	4
COc1cc(NC(=O)c2ccco2)c(OC)cc1NC(=O)Nc1ccc(Cl)cc1	5.8%	x
CC(=O)Nc1ccc(OS(=O)(=O)c2ccc(C(C)(C)C)cc2)cc1	1.0%	5
COc1cc(NC(=O)c2ccc3c(c2)OCO3)ccc1NC(=O)c1ccco1	3.5%	x
Cc1onc(-c2ccccc2Cl)c1C(=O)NCCN1Cc2ccccc2C1=O	-0.2%	-7
Cc1ccc(C(=O)NCCCC(=O)O)o1	-9.5%	-10
COc1ccc(C2CC(c3ccc(Br)cc3)=NN2C(=S)Nc2ccccc2)cc1 (stereo unspecified)	-3.1%	2
COCCN(C(=S)Nc1ccc(OC)cc1)C1CCN(C(C)=O)CC1	2.0%	-14
CS(=O)(=O)NCCCCCCNS(C)(=O)=O	2.8%	6
